# NPR2 activator: human GC-B receptor activators, primary screen, HEK293 GC-B cells, cGMP TR-FRET, EC30 CNP; 0% at EC30 CNP, 100% saturating CNP; activation, % at 10 µM; 0.11% of 370,000 active;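 active = activation at 10 µM reaching about 35% in either raw or pattern-adjusted values, limit read from the data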
# Target sequence (P20594 whole entry, looked up): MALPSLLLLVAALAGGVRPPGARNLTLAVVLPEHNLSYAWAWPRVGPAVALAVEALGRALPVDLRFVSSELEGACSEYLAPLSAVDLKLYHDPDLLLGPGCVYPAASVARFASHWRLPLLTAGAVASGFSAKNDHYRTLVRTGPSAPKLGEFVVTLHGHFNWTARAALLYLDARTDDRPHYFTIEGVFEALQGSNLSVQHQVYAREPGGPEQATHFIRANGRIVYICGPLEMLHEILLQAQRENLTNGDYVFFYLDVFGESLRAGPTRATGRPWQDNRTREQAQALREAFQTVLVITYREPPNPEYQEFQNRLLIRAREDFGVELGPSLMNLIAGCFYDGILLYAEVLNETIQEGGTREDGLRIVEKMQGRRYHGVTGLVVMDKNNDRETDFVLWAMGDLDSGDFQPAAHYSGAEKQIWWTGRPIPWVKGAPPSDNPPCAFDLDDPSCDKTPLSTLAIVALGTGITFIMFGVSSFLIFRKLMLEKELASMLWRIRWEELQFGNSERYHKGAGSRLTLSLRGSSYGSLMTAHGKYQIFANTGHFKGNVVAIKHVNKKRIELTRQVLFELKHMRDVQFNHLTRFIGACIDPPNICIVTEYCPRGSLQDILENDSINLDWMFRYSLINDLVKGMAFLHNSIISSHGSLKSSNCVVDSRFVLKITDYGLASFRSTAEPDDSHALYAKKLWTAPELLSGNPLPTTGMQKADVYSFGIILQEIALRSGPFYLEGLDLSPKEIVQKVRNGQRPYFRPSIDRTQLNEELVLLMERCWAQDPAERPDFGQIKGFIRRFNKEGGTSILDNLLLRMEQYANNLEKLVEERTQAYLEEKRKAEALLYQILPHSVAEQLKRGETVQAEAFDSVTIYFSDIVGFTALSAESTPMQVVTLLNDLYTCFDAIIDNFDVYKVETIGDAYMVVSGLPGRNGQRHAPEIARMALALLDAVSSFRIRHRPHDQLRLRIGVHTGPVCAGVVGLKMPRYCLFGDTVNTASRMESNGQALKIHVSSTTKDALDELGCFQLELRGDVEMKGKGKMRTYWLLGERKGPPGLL
# HTRA1 inhibitor: HTRA1 serine protease inhibitors, primary screen, biochemical, fluorescence polarization, HTS | Q92743 | recombinant HTRA1, FP-rhodamine activity-based probe | inhibition, % at 5.96 µM | 0.5% of 340,000 active; in the data active = inhibition above about 36%;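 note: 0% = enzyme with DMSO and 100% = wells lacking enzyme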
# ASAP1 GAP inh: inhibitors of human ASAP1 ArfGAP activity, primary screen, biochemical, fluorescence polarization; 0.19% of 360,000 active; AID 624377, 2012; inhibition, % at 16.5 µM; Arf-GAP with SH3 domain, ANK repeat and PH domain-containing protein 1 (Homo sapiens), …; ASAP1-stimulated ARF1 GTP hydrolysis, GDP FP detection; in the data active = inhibition above about 25%;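 note: 0% = vehicle with enzyme and substrate and 100% = no enzyme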
# PG9 binder: binders of HIV-1 gp120 antibody PG9, primary screen, biochemical, TR-FRET; 0.43% of 360,000 active; inhibition, % at 6.7 µM; HIV-1 gp120 / PG9 antibody interaction; TR-FRET gp120-PG9 antibody binding; in the data active = inhibition above about 8.5%
# NR1D1 modulator: modulators of Rev-erb alpha DNA binding, primary screen, biochemical, FITC-DNA, fluorescence polarization, uHTS; Nuclear receptor subfamily 1 group D member 1 (Homo sapiens), P20393; 0.79% of 370,000 active; Rev-erbα–FITC-DNA binding, 90 min; activity, % at 10 µM;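 active = activity above about 14%, limit read from the data; passing the limit was not always enough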;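 note: 0% = DMSO wells with 35 nM protein and 100% = DMSO wells with 750 nM protein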
# NPR1 activator: GC-A stimulated cGMP production enhancers – HEK293 GC-A cells, cGMP TR-FRET, EC30 ANP, primary screen. Atrial natriuretic peptide receptor 1 (Homo sapiens), P16066. 0% at EC30 ANP, 100% saturating ANP. activation, % at 10 µM. 0.14% of 370,000 active. AID 1671463, 2021; in the data active = activation above about 40%
# ARFGAP1 inh: inhibitors of rat ARFGAP1 GAP activity, primary screen, biochemical, fluorescence polarization, GDP tracer. 0.26% of 360,000 active. Arfgap1-stimulated ARF1 GTP hydrolysis, GDP FP detection. AID 651572, 2012. inhibition, % at 16.5 µM;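 active = inhibition above a per-plate limit, mean inhibition of low control wells plus 3 SD, cut at about 25% in these data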;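 note: 0% = DMSO wells with enzyme and 100% = wells lacking Arfgap1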
#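 Material: rat Arfgap1 GAP domain (His6, aa 1-136), purified enzyme. Also added: human ARF1(Δ1-17)-GTP substrate. Compound dosing: 16.5 µM single point, 1.26% DMSO. Timing: enzyme reaction 120 min at 25 °C after 20 min preincubation. Signal: GDP detection by fluorescence polarization. Read-out basis: percent inhibition of GAP-stimulated GDP formation, scaled between DMSO and no-Arfgap1 medians.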
# SMARCA2 activ: SMARCA2 (BRM) function activators, primary screen, cell-based, luminescence, high throughput | activation, % at 9.1 µM | AID 652017, 2013 | MG213 cells, MMTV-luciferase reporter, dexamethasone, overnight | 1% of 370,000 active; in the data active = activation above about 7.8%;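 note: 0% = vehicle wells and 100% = reference activator wells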
# ABHD4 inh: ABHD4 inhibitors, primary screen, biochemical, fluorescence polarization, mouse | (Lyso)-N-acylphosphatidylethanolamine lipase (Mus musculus), Q8VD66 | purified mABHD4, FP-Rh probe fluorescence polarization | inhibition, % at 8.92 µM | 0.54% of 370,000 active;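 active = inhibition exceeding the mean over every tested compound plus 3 SD, cut at about 30% in these data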;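 note: 0% = plate median of compound wells and 100% = S159A mutant with DMSO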
#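 Assay system: mABHD4 protein; medium: HEPES pH 7.0, NaCl, Pluronic buffer; dosing: 8.92 µM, single dose; schedule: 45 min + 60 min at 25 °C; signal: FP readout, ex 525 nm / em 598 nm; read-out: normalized percent inhibition of probe labeling; repeats: single replicate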
# rCAG RNA binder: binders of r(CAG) RNA repeats, primary screen, biochemical, fluorescence; 1.3% of 370,000 active; inhibition, % at 3 µM; r(CAG) RNA repeat, TO-PRO-1 dye displacement fluorescence;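 active = inhibition above the plate cutoff, the mean of all test compounds on that plate plus 3 SD, cut at about 35% in these data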;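 note: 0% = DMSO alone and 100% = 100 µM mitoxantrone as full dye displacement; higher means more dye released from RNA so lower well fluorescence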
# * = called active by the depositor; x = no result given. Not a hit list. Share with any hit: about 4.4%.
SMILES,NPR2 activator,HTRA1 inhibitor,ASAP1 GAP inh,PG9 binder,NR1D1 modulator,NPR1 activator,ARFGAP1 inh,SMARCA2 activ,ABHD4 inh,rCAG RNA binder
c1ccc(Oc2cc(-n3cccn3)ncn2)cc1,-3,-1,1,0.0,-1,0,-1,7,3,9
CC(/C=N/NC(=O)c1cccs1)=C\c1ccco1,-1,-2,9,-1.5,0,2,-4,9.2*,8,7
O=C(Nc1ccc(S(=O)(=O)Nc2ccccn2)cc1)c1ccccc1,-1,-4,-13,-2.4,3,-3,13,-1,-3,0
COc1ccc(NC(=O)CC2C(=O)N(c3ccc(Cl)cc3)C(=S)N2NC(=O)c2cccc(F)c2)cc1 (centres undefined),1,-6,2,-3.0,3,1,5,1,-17,12
Cc1ccc(C)c(N(CC(N)=O)S(C)(=O)=O)c1,-5,-5,4,-0.1,-2,1,-12,3,-2,1
COc1ccc(NC(=O)N2CCCC(c3ccccc3)C2)cc1 (centres undefined),2,-10,-2,-0.7,1,2,3,-1,9,-8
CCc1noc(C)c1C(=O)NNC(=O)c1ccc(F)cc1,1,10,1,-3.7,0,3,-2,0,-8,3
COc1ccccc1N(CCC#N)C(=O)CSc1ccc2c(c1)OCCO2,-1,-1,-3,-2.9,-4,-6,3,-2,-2,-5
CC(=O)Nc1ccc(-n2c(C)c(C(C)=O)c(C(C)=O)c2C)cc1,5,4,-3,0.6,1,3,-2,1,1,-5
CCN(CCNc1ccc(Cl)cc1[N+](=O)[O-])C(=O)c1cc([N+](=O)[O-])c(N(C)C)cc1OC,4,0,-3,0.3,2,3,1,-1,4,0
C[C@@H](c1ccccc1)N1C[C@H](COCc2ccccc2)Oc2cc(N3CCC[C@H]3CO)ccc2S1(=O)=O,-2,x,-5,-0.2,-1,-1,17,-3,-17,8
O=C(CCCc1ccccc1)NCCS(=O)(=O)N1CCN(c2ccccc2F)CC1,-1,0,4,-0.7,2,6,-3,-1,3,-4
CCOc1cc(NC(=S)NCCCN2CCOCC2)c(OCC)cc1NC(=O)CC(C)C,7,10,-7,0.6,2,4,1,-3,-1,-7
COc1ccc(CCCNC(=O)C2Cc3c(-c4ccc5c(c4)OCO5)ccnc3O2)cc1 (centres undefined),1,x,16,-0.8,-3,-6,3,-5,-6,2
COC(=O)c1ccc(N=Cc2c(C(F)(F)F)[nH][nH]c2=O)cc1,3,4,-7,-0.7,-1,4,-6,-1,1,1

# Next part; it opens with the five that closed the last part.
SMILES,NPR2 activator,HTRA1 inhibitor,ASAP1 GAP inh,PG9 binder,NR1D1 modulator,NPR1 activator,ARFGAP1 inh,SMARCA2 activ,ABHD4 inh,rCAG RNA binder
C[C@@H](c1ccccc1)N1C[C@H](COCc2ccccc2)Oc2cc(N3CCC[C@H]3CO)ccc2S1(=O)=O,-2,x,-5,-0.2,-1,-1,17,-3,-17,8
O=C(CCCc1ccccc1)NCCS(=O)(=O)N1CCN(c2ccccc2F)CC1,-1,0,4,-0.7,2,6,-3,-1,3,-4
CCOc1cc(NC(=S)NCCCN2CCOCC2)c(OCC)cc1NC(=O)CC(C)C,7,10,-7,0.6,2,4,1,-3,-1,-7
COc1ccc(CCCNC(=O)C2Cc3c(-c4ccc5c(c4)OCO5)ccnc3O2)cc1 (centres undefined),1,x,16,-0.8,-3,-6,3,-5,-6,2
COC(=O)c1ccc(N=Cc2c(C(F)(F)F)[nH][nH]c2=O)cc1,3,4,-7,-0.7,-1,4,-6,-1,1,1
COc1cccc(N=Nc2c(N)[nH][nH]c2=O)c1,-14,6,-6,-26,4,-15,0,2,6,3
O=C1CC(c2ccc(Cl)c([N+](=O)[O-])c2)c2ccc3ccccc3c2N1 (centres undefined),10,-43,-1,-0.8,1,-11,-4,0,-2,-2
Cn1c(N)c(C(=O)COC(=O)c2ccc(-c3ccccc3)cc2)c(=O)n(C)c1=O,-2,-1,-16,-3.3,-4,3,-7,-4,-4,4
O=C(NCc1cccnc1)c1cnc2n(c1=O)CCS2,2,4,-10,0.2,7,3,-5,1,-1,-2
COC(=O)c1cc(S(=O)(=O)NCCN2CCN(c3ccccc3F)CC2)c[nH]1,3,-3,-2,-1.5,-1,0,5,-1,4,-5
CCCCCCn1c(=O)[nH]c2c(c1=O)CCC2,-6,-1,-2,3.3,0,6,9,-1,-10,-3
Cn1c(=O)c(C(=O)Nc2ccccc2S(N)(=O)=O)c(O)c2ccccc21,-2,-1,-1,-3.3,0,1,7,5,-10,12
CCN(CC(=O)Nc1c(F)cccc1F)C(=O)CNC(=O)COc1ccccc1,0,3,20,-0.4,-4,1,5,0,3,-1
Cc1ccc(NC(=O)CCN2C(=O)c3ccccc3C2=O)cc1,-2,-4,-24,2.3,4,-6,-13,-2,-4,-2
CC(=O)c1ccc(NC(=S)NCC(c2ccco2)N2CCCC2)cc1 (centres undefined),-3,-3,-4,-0.1,-1,5,-5,-1,4,1
O=C(CSC1=NS(=O)(=O)c2cc(F)ccc2N1)Nc1ccc(F)cc1,-5,-4,-11,-0.5,5,0,-8,-1,-1,24
Cc1cccc(C)c1NC(=O)C(c1ccncc1)n1c(=O)c(-c2ccccc2)nc2ccccc21 (centres undefined),-4,x,0,-0.9,9,0,-4,4,3,7
COCCn1c(SCC(=O)Nc2ccc(F)cc2)nc2c([nH]c3ccccc32)c1=O,2,2,-5,0.2,1,10,3,-3,7,3
O=C(O)c1ccccc1-c1ccccc1C(=O)Nc1cccc(-c2nc3ccccc3o2)c1,-5,-31,0,-3.1,1,-1,-6,4,-30,65*
CC(C)n1cnc2c(N(C)c3ccccc3)nc(N(CCN(C)C)Cc3ccccc3)nc21,-15,0,4,-0.2,-3,-14,2,1,14,-2
CC(C)(C)n1nc2c(c1NC(=O)c1ccc([N+](=O)[O-])cc1)CS(=O)(=O)C2,-1,2,-1,0.8,1,5,4,-2,1,0
CCCOc1ccc(-c2c(C(=O)N/N=C/c3ccc(C)o3)nnn2-c2nonc2N)cc1,5,-10,-5,-0.1,5,-1,2,-2,-1,11
O=C(C=P(c1ccccc1)(c1ccccc1)c1ccccc1)c1ccccc1-c1ccccc1C(=O)C=P(c1ccccc1)(c1ccccc1)c1ccccc1,3,-46,-8,-1.3,-4,-1,0,-12,4,8
O=C(COc1ccc(Cl)cc1)NCCNC(=O)c1cnccn1,-2,4,3,-3.1,0,4,5,0,-2,1
O=C(c1cccc2ccccc12)N1CCN(CC2CC=CCC2)CC1 (centres undefined),5,-2,-8,0.9,-4,-2,1,-3,10,-10
CC1(C)Cc2c(cnn2-c2ccccc2)C(NC(=O)CCN2CCCC2=O)C1 (centres undefined),2,9,-5,2.1,0,-4,5,0,1,-6
COc1cc2[nH]c(=O)n(CCC(=O)N3CCC(N4CCCCC4)CC3)c(=O)c2cc1OC,1,-1,-15,-0.5,3,1,-2,1,4,-2
CCn1c(/C=C/c2cccc([N+](=O)[O-])c2)nc2ccccc2c1=O,7,6,7,-0.8,0,1,4,1,-2,2
COCC1CCCN(C(=O)c2ccc3nc(Cc4cccc(Cl)c4)oc3c2)C1 (centres undefined),-2,-3,5,-0.8,1,1,13,2,1,-4
COc1cccc(N(CC(=O)N2CCCC2)S(C)(=O)=O)c1,5,-1,-12,-2.3,1,-2,1,1,5,-2
Cc1cccc(NC(=O)CCC2CCN(C(=O)c3ccc(C)s3)CC2)c1,-3,1,-15,0.0,-3,0,-3,-3,-10,0
COc1ccc(NC(=S)c2ccccc2)cc1,0,4,-1,-1.6,4,8,6,3,1,1
Cn1c(SCC(=O)NC2CCCC2)nnc1-c1ccc(S(=O)(=O)N2CCOCC2)cc1,9,3,7,0.0,2,2,4,-1,-5,-3
O=C1c2ccccc2CC1Sc1nnc(-c2ccncc2)o1 (centres undefined),-1,7,-9,-2.8,2,2,3,0,0,-1
COc1ccc(OC)c(NC(=O)CCNS(=O)(=O)c2ccc3c(c2)c(=O)n(C)c(=O)n3C)c1,-1,4,-3,-0.5,1,-2,-5,2,4,2
CCCN(CCC)C1Sc2ccc(C(=O)OC)cc2NC1=O (centres undefined),2,2,0,0.8,-3,-2,-7,0,-3,-2
C[C@@H](C(=O)Nc1cccc(S(=O)(=O)N2CCOCC2)c1)N1C(=O)C2CC=CCC2C1=O (some centres undefined),3,-5,2,-2.2,-1,5,-8,-7,-12,8
CCc1ccc(NC(=O)COC(=O)CCC2CCCC2)cc1,10,-28,-8,0.7,-8,1,8,2,0,0
CCOC(=O)c1sc(N)c(C#N)c1CSc1nc2ccc(C)cc2[nH]1,-16,-16,3,-1.4,0,-28,16,-1,-4,7
Cc1ccc2[nH]c(O)c(N=Nc3ccccc3C)c2c1,-2,-15,-5,-0.7,0,-5,2,0,8,11
CCCc1c(C(=O)N/N=C/C(C)=C/c2ccco2)nnn1-c1nonc1N,-1,-7,-8,-0.3,-2,0,7,2,5,11
Cc1cccc(-n2nc3c(c2NC(=O)c2ccco2)CSC3)c1C,1,-26,-3,-2.2,-3,-3,-19,-2,-15,25
CC(=O)c1ccccc1NC(=O)COC(=O)c1ccccc1NC(=O)c1ccccc1,0,-13,-1,-0.8,-1,-5,8,-2,-3,0
O=[N+]([O-])c1ccc(CSc2nnc(SCc3ccccc3)s2)cc1,0,-4,-14,-2.4,-1,2,-8,2,-4,6
CCc1nnc(NC(=O)CCN(c2ccc(C)cc2)S(=O)(=O)c2ccccc2)s1,-7,-7,11,2.2,-5,-2,4,-2,-1,1
CC(C)C1C2=C(CC(C)(C)CC2=O)ON1c1ccccc1 (centres undefined),4,-3,4,1.0,-3,1,3,0,5,-3
CCOC(=O)C1(CC2CC2)CCN(Cc2ccc(OC)cc2F)CC1,-6,-4,0,-2.3,-5,-4,2,0,-7,-1
COC(=O)c1sccc1NC(=O)Cc1ccc(OC)cc1,7,1,-2,0.8,0,3,9,4,-1,0
CC(=O)Nc1ccc(S(=O)(=O)Nc2cccc(-c3cn4c(n3)SCC4)c2)cc1,3,1,5,-1.4,0,-6,0,-2,-8,12
Cc1cccc(OCC(=O)OC(C)C(=O)Nc2ccc(S(=O)(=O)N3CCCCC3)cc2)c1 (centres undefined),-2,-31,3,3.0,5,-1,0,-1,-8,3
Nn1c(C2CCC2)nc2cc(Cl)ccc2c1=O,3,-2,-4,1.1,1,1,-6,-2,4,1
COc1cc2ccccc2cc1C(=O)Nc1ccc(Cl)cn1,5,3,10,0.5,31*,-9,9,1,-9,5
CCC(=O)Nc1ccc2c(c1)nc(CCNC(=O)c1ccco1)n2C,-4,-4,10,2.9,-2,0,1,-1,1,1

# Compound activity deposited in PubChem by several laboratories.
